From PubChem
Shiga toxin inh: blocks Shiga toxin action in Vero cells; Vero cells, Shiga toxin protein synthesis inhibition reporter; inhibition, % at 38.7 µM; AID 2315; 290,000 tested, 9.2% active; in the data active = inhibition mostly above about 28%, no sharp cut-off; inactive = mostly below about 43%; also: 0% is about no effect
AMA1-RON2 inh: AMA1-RON2 (P. falciparum) interaction inhibition; AlphaScreen AMA1-biotinylated RON2 peptide binding; Potency, µM (top dose mostly 58.2 µM), inactives show top-dose activity change, negative = inhibition, most hits filed as inhibitors; 360,000 tested, 0.2% active;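 also: potency is read from the fitted curve at half-maximal effect; 0% = vehicle wells and -100% = peptide control; nearly all actives have a fitted effect of over 45% in size; some results filed as inactive show a strong effect at the top dose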
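AMA1 (3D7) with his tag at 25 nM final met compounds first, then biotinylated RON2 peptide at 25 nM; detection used donor plus acceptor beads, 10 µg/mL apiece, read by AlphaScreen after 30 min at room temperature.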
Giardia FBPA inh: blocks Giardia fructose-bisphosphate aldolase activity. A8B2U2. purified Giardia FBPA. Potency, µM (highest dose often 59.6 µM), inactives show at the top dose activity, negative = inhibition, actives largely listed as inhibitors. 290,000 tested, 0.71% active; also: potency is read from the fitted curve at half-maximal effect; % is scaled to controls: 0 for no effect and ±100 for the full control effect; nearly all actives have a fitted effect of over 55% in size
Target sequence (A8B2U2 whole entry, looked up): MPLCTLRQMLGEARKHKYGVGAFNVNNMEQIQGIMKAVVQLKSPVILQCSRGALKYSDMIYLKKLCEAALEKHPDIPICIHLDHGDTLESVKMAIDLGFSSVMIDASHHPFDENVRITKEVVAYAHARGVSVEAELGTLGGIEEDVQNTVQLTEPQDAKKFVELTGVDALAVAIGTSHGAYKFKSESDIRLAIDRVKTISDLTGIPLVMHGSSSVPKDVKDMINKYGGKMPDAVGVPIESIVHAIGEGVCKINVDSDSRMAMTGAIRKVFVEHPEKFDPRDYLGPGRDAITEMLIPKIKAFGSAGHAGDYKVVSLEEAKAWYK
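40 nM FBPA preincubated 10 min at RT with compound (up to 57.5 uM final), then substrate plus GAPDH/TPI/NAD/arsenate coupling and diaphorase/resazurin added. Fluorescence read after 20 min at RT, 525/598 nm.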
AmpC inh no detg: blocks E. coli AmpC beta-lactamase in detergent-free assay; 330,000 tested, 0.52% active; AmpC nitrocefin hydrolysis, absorbance 480 nm, 0.0001% Triton; Potency, µM (doses to about 57.1 µM), for the others: at the highest dose activity change, negative = inhibition, hits mostly inhibitors; P00811;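 also: potency is read from the fitted curve at half-maximal effect; plate controls were no compound for no effect and no enzyme for full effect; nearly all actives have a fitted effect of over 20% in size; some results filed as inactive show a strong effect at the top dose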
Target sequence (P00811 whole entry, looked up): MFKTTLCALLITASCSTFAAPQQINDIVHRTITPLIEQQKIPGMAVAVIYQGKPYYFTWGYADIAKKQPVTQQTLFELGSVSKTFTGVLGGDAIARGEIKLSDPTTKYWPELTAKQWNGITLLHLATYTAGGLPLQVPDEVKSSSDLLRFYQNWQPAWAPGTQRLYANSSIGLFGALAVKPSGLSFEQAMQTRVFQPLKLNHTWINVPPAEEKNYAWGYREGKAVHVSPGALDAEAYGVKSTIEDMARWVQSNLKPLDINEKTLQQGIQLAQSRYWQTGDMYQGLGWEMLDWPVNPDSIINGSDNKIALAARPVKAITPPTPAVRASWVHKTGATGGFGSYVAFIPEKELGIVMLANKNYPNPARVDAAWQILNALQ
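20 mM phosphate pH 7.0 + 0.01% (detergent screen) or 0.0001% Triton X-100; 5.3 nM AmpC reagent; cpd preinc 15 min RT; nitrocefin (800 uM stock) to start; A480 q20 s × 4 min; Activity was normalised to no-enzyme and no-compound control wells.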
HCMV antiviral: human cytomegalovirus inhibition; HFF cells, HCMV-luciferase reporter, 72 h; hits give low values; activity change, negative = inhibition, % at 57.5 µM; 410,000 tested, 4.5% active; in the data active = activity change below about -60%; inconclusive = no clear call, values can overlap the other calls; inactive = above about -39%; also: % is scaled to controls: 0 for no effect and ±100 for the full control effect
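Screen run at 2 compound doses on HFFs infected with reporter HCMV, MOI 1 PFU/cell. Luciferase activity from cell lysates at 72 h post infection gave inhibition relative to buffer-only and Salinomycin wells.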
Cycloheximide cs: counter-screen for Shiga toxin inhibitors: cycloheximide protein synthesis inhibition; 300,000 tested, 12% active; max response, %; AID 2314; cell reporter, cycloheximide protein synthesis inhibition counterscreen; in the data active = max response mostly above about 13%, no sharp cut-off; inactive = mostly below about 14%; also: read at 38.3 µM for the half of the compounds with a filed dose; 0% is about no effect
AmpC detergent: AmpC beta-lactamase inhibition with detergent present | P00811 | AmpC hydrolysis of nitrocefin, absorbance 480 nm, 0.01% Triton | Potency, µM (highest dose often 114 µM), for inactives: top-dose activity change, negative = inhibition, usual class: inhibitors | 370,000 tested, 0.041% active;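 also: potency is read from the fitted curve at half-maximal effect; 0% = no-compound wells and -100% = no-enzyme wells; nearly all actives have a fitted effect of over 25% in size; some results filed as inactive show a strong effect at the top dose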
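AmpC (5.3 nM in the dispensed reagent) in 20 mM phosphate pH 7.0 with 0.01% (detergent screen) or 0.0001% Triton X-100 was preincubated with compounds for 15 min at room temperature. Nitrocefin was then added from an 800 uM solution, and hydrolysis was followed at 480 nm.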
* hit, by the source's call; ? = inconclusive; / = not tested or not shown; [ ] = dose if it differs, or a comment. Unless noted, calls follow the shape of the dose curve; as a rule, active = well fitted curve in the direction sought with a large enough effect; inconclusive = small, poorly fitted or top-dose-only effect, or another doubt; inactive = no such curve, though single readings can be large; an effect the other way counts as inactive or inconclusive.

SMILES	Shiga toxin inh	AMA1-RON2 inh	Giardia FBPA inh	AmpC inh no detg	HCMV antiviral	Cycloheximide cs	AmpC detergent
CCOC(=O)c1[nH]c2c(c1C)C(=O)CC(c1ccc(OCC)c(OC)c1)C2 (stereo not given)	-5	-4%	4%	-10%	-14	1	6%
O=C(N/N=C/c1ccncc1)c1sc2ccccc2c1Cl	18	15%	/	-17%	-6	13	-13%
COc1cccc(CC2(CO)CCCN(Cc3cn[nH]c3-c3cc(C)ccc3C)C2)c1 (stereo not given)	1	-4%	3%	57%	6	-1	1%
COc1ccc(-c2onc(C)c2-c2ccc(C(=O)OC(C)C)o2)c(O)c1	-18	-4%	-11%	-22%	-8	-6	-5%
CCCOc1ccc(C(=O)NC(=S)N2CCN(c3cc4c(cc3F)c(=O)c(C(=O)O)cn4CC)CC2)cc1	-5	63%[activator]	9%	-4%	-20	0	-14%
COc1ccccc1NC(=O)NNC(=O)CCc1ccccc1	-7	56%[activator]	-1%	-13%	39	-3	?
CCC(C)C(NC(=O)C(Cc1ccc(O)cc1)NC(=O)C(N)C(C)C)C(=O)NC(Cc1cnc[nH]1)C(=O)N1CCCC1C(=O)NC(Cc1ccccc1)C(=O)O (stereo not given)	29	/	-15%	/	/	-3	/
CCOP(=O)(OCC)/C(C#N)=C/c1ccoc1	-4	28%	-13%	-1%	22	-4	-8%
COCCCNC(=O)C(=O)N/N=C/c1cc2c(cc1Br)OCO2	-6	-13%	0%	-11%	-27	6	-5%
CC(=O)Oc1c(C)cc(OCC(O)CNC(C)C)c(C)c1C (stereo not given)	-9	/	2%	/	/	2	/
Cc1c(CCOC(=O)c2ccccc2)sc[n+]1Cc1ccccc1	-4	6%	-2%	-5%	-15	1	-2%
O=C(CC1C(=O)NCCN1C/C=C/c1ccccc1)NCCc1cccnc1 (stereo not given)	11	5%	4%	-13%	8	-1	-2%
CCC(=O)c1ccc(OCC(=O)OC(C)C(=O)NCc2ccc3c(c2)OCO3)cc1 (stereo not given)	/	-4%	/	-6%	-8	/	?
Cc1c(OC(C)C(=O)N[C@@H](Cc2ccccc2)C(=O)O)ccc2c3c(c(=O)oc12)CCCC3 (stereo not given in full)	-5	-5%	20%	-23%	7	-3	-15%
COc1cc(O)oc1C=Nc1ccc(Oc2ccccc2)cc1	-5	-9%	-16%	-38%	14	11	5%
CC(=O)NS(=O)(=O)c1ccc(NC(=O)C(Sc2ccccc2)c2ccccc2)cc1 (stereo not given)	15	0%	12%	-23%	10	13	-3%
BrC(/C=N/Nc1nc(N2CCOCC2)nc(N2CCOCC2)n1)=C/c1ccccc1	-8	0%	-4%	100%[activator]	77	1	-10%
Cc1nc2ccccc2c(=O)n1CCN1CCOCC1	-14	-1%	6%	-17%	-10	-2	-7%
CCOc1ccccc1C(=O)NC(C(=O)OCC(=O)Nc1nnc(-c2ccccc2)o1)C(C)C (stereo not given)	-1	-4%	?	-43%	/	1	-8%
Cc1ccccc1N1CCN(C2CCCN(C(=O)c3ccsc3)C2)CC1 (stereo not given)	-14	-7%	/	55%	16	9	6%
O=C(O)c1cccc(NC(CNS(=O)(=O)c2ccc(Cl)cc2)c2ccccc2)c1 (stereo not given)	-5	13%	-1%	-23%	-15	6	0%
O=C(NCc1ccccc1)c1cc(S(=O)(=O)N2CCCCC2)ccc1N1CCOCC1	-7	7%	0%	144%[activator]	-9	-3	-8%
Cc1ccc(/C=C2/CCc3c([nH]c4ccccc34)C2=O)cc1	52*	-2%	5%	-42%	19	29*	-7%
O=C(NCc1ccccc1)C1CCCN(S(=O)(=O)c2cccc3nonc23)C1 (stereo not given)	-2	-11%	2%	-13%	-16	-3	?
O=C(COC(=O)c1ccc(Cl)nc1)Nc1ccc(N2CCOCC2)cc1	/	-3%	/	-1%	1	/	0%
CC1Cn2c(nc3sc4c(c3c2=O)CC(C)(C)OC4)N1CCO (stereo not given)	3	-1%	3%	6%	10	-4	?
O=C(NCCCN1CCOCC1)c1onc(CSc2nc3ccccc3[nH]2)c1C(=O)NCCCN1CCOCC1	0	-4%	-1%	-12%	-28	-1	-15%
CCOC(=O)c1ccc(-c2c(-c3ccc4c(c3)OCO4)noc2-c2ccsc2)cc1F	-3	6%	-13%	-20%	1	-1	-9%
Cc1ccc(-c2cc(C(=O)Nc3ccc(S(=O)(=O)Nc4cc(C)on4)cc3)c3ccccc3n2)c(C)c1	9	-7%	4%	10µM*	28	-1	?
Cc1ccc([N+](=O)[O-])cc1Nc1nc(N2CCCC2)nc(N2CCCC2)n1	/	-8%	2%	-10%	23	0	-15%
O=C(O)C1CCCCC1C(=O)Nc1ccc(S(=O)(=O)N2CCCCC2)cc1 (stereo not given)	-12	7%	/	-12%	8	-3	5%
CCn1c(Cc2ccccc2)nnc1SCC(=O)Nc1cc(C)on1	-10	3%	3%	-28%	-27	-3	1%
O=C(Cc1c(Cl)cccc1Cl)Nc1ccc(S(=O)(=O)Nc2ncccn2)cc1	-13	1%	-27%	-22%	18	-6	2%
COc1ccccc1CNC(=O)COC(=O)Cc1cccc(F)c1	/	-1%	/	-15%	-21	/	-10%
CN1CCN(C(=O)C2CCN(S(=O)(=O)c3ccccc3[N+](=O)[O-])CC2)CC1	/	3%	/	-11%	-7	/	?
CCc1ccc(OCC(=O)NNC(=O)Cc2ccc(S(=O)(=O)N3CCOCC3)s2)cc1	/	85%[activator]	/	-4%	-9	/	?
N#Cc1cccc(NCC(=O)Nc2cccc(S(=O)(=O)N3CCCCC3)c2)c1	/	-10%	/	-60%	-11	/	-6%
Cc1cc(NS(=O)(=O)c2ccc(NC(=O)CCc3ccccc3)cc2)no1	13	-3%	-3%	-21%	-25	4	?
O=C(CNC(=O)c1ccc2c(c1)OCCO2)N/N=C/c1ccc([N+](=O)[O-])cc1	-16	5%	11%	-8%	2	-3	?
COc1cc2nc(=S)n(CCCN3CCOCC3)c(N)c2cc1OC	-8	-17%	-16%	-39%	/	-4	-11%
Cc1ccc(Oc2ncnc(N)c2[N+](=O)[O-])cc1	-6	-8%	3%	-4%	-20	-1	-6%
COc1ccc(N2C(=O)NC3CC2(C)Oc2ccc(Cl)cc23)cc1OC (stereo not given)	-1	-2%	-1%	61%[activator]	-31	-3	2%
CCOc1ccc(NC(=O)CCC(=O)OC)cc1	15	7%	2%	-9%	19	-4	-22%
Nc1ccc(Oc2cc(N)cc(Oc3ccccc3)c2)cc1	68*	-15%	3%	-35%	193	44*	-3%
Cc1onc(-c2ccccc2Cl)c1C(=O)N1CCc2ccccc21	-12	-8%	-7%	-6%	6	0	1%
CC(OC(=O)c1ccc(Cl)c(S(=O)(=O)N2CCOCC2)c1)C(=O)Nc1ccc(S(N)(=O)=O)cc1 (stereo not given)	/	25%	/	-8%	-2	/	-14%
COc1ccccc1CNC(=O)c1ccc(OC(F)F)c(OC)c1	-1	7%	3%	-7%	27	-1	-2%
Cn1nnnc1SCCNCC#Cc1ccccc1	23	3%	-1%	-10%	10	-1	?
O=C(O)c1ccc(-n2nc(-c3ccccc3)c3ccccc3c2=O)cc1	18	-25%	12%	-8%	31	15	?
COc1cc(-c2nnc(SCC(=O)c3ccccc3)o2)cc(OC)c1OC	-7	1%	5%	106%[activator]	55	14	-7%
CC(c1ccccc1C(O)c1ccccc1)N(C)C (stereo not given)	-2	11%	-4%	-12%	-24	-2	-12%
CCc1ccc(S(=O)(=O)NCc2ccc(N3CCN(C)CC3)cc2)cc1	-3	12%	3%	-15%	-8	-1	-10%
CC(C)(C)c1ccc(-n2ncc3c2CCCC3NC(=O)CCN2CCCO2)cc1 (stereo not given)	-6	8%	-5%	196%[activator]	?	12	-4%
O=C(CSc1ccccc1F)NNC(=O)c1ccncc1	/	96%[activator]	/	-20%	21	/	0%
COCCN1Cc2cccc(C(=O)NC3CCCCCC3)c2C1=O	-20	7%	-1%	-10%	-23	-6	-16%
COc1ccccc1CNC(=O)COC(=O)CC1CC2CCC1C2 (stereo not given)	/	-1%[11.6 µM]	/	2%	0	/	-14%
Cc1sc(NC(=O)c2ccco2)c(C(Nc2ccccn2)c2ccccc2)c1C (stereo not given)	25	-19%	-1%	-14%	-24	13*	-6%
Cn1cnnc1Sc1ccc(C(=O)OCC(=O)Nc2cc(Cl)cc(Cl)c2)cc1[N+](=O)[O-]	-15	-13%	3%	34%	-16	-6	8%
COc1ccc(NC(=O)CS(=O)CC(=O)NCc2cccc(C(F)(F)F)c2)cc1 (stereo not given)	5	0%	0%	-2%	32	-1	-3%
O=C(CN1CSCC1=O)N1CCN(S(=O)(=O)c2cccc(F)c2)CC1	/	-1%	/	-21%	78	/	6%

Single records, as listed above. Values in the order: Shiga toxin inh | AMA1-RON2 inh | Giardia FBPA inh | AmpC inh no detg | HCMV antiviral | Cycloheximide cs | AmpC detergent
Shown for `O=C(NCCCN1CCOCC1)c1onc(CSc2nc3ccccc3[nH]2)c1C(=O)NCCCN1CCOCC1` → 0 | -4% | -1% | -12% | -28 | -1 | -15%
Shown for `Cn1nnnc1SCCNCC#Cc1ccccc1` → 23 | 3% | -1% | -10% | 10 | -1 | ?
Shown for `COc1cc2nc(=S)n(CCCN3CCOCC3)c(N)c2cc1OC` → -8 | -17% | -16% | -39% | / | -4 | -11%
Shown for `COc1cc(O)oc1C=Nc1ccc(Oc2ccccc2)cc1` → -5 | -9% | -16% | -38% | 14 | 11 | 5%
Shown for `CCc1ccc(S(=O)(=O)NCc2ccc(N3CCN(C)CC3)cc2)cc1` → -3 | 12% | 3% | -15% | -8 | -1 | -10%

Further results follow:
SMILES	Shiga toxin inh	AMA1-RON2 inh	Giardia FBPA inh	AmpC inh no detg	HCMV antiviral	Cycloheximide cs	AmpC detergent
CCCCCC(=O)NNC(=S)NC(=O)c1ccc([N+](=O)[O-])cc1	11	136%[activator]	-24%	-30%	14	1	-6%
Cc1ccc(C(=O)NCc2nnc(SCC(=O)NC(C)c3ccccc3)n2C)cc1 (stereo not given)	-14	-16%	0%	-15%	?	3	-7%
CC1CN(c2oc(-c3ccco3)nc2S(=O)(=O)c2ccccc2)CC(C)O1 (stereo not given)	21	6%	-4%	-3%	-12	-3	?
CCOc1ccccc1N1CCN(C(=O)c2ccc3c(c2)OCO3)CC1	-29	-5%	/	44%	15	-2	0%
O=C(CNc1cc(S(=O)(=O)N2CCOCC2)ccc1NCC1CCCO1)Nc1ccccc1F (stereo not given)	-30	18%	/	4%	22	0	1%
COc1ccc(N2CCN(C(=O)c3ccc(CNc4c(N5CCOCC5)c(=O)c4=O)cc3)CC2)cc1	-6	-17%	-10%	38%	26	1	-13%
CCCN1CCC(NC(=O)Cc2ccccc2OC)CC1	-7	4%	13%	-9%	-23	-3	-12%
CC(C(=O)NCc1ccccc1)N1C(=O)C2CC=C(Cl)CC2C1=O (stereo not given)	3	4%	-12%	10%	-11	2	-1%
